Screening data deposited in PubChem by several laboratories.
Rin1-Abl PPI inh – inhibitors of human Rin1-Abl protein interaction. P00519+Q13671. TR-FRET Rin1/Abl binding, biochemical. inhibition, % at 7.35 µM. 360,000 tested, 0.4% active. AID 588664; in the data active = inhibition above about 5%, passing the limit was not always enough
E coli Lon inh – inhibitors of E. coli Lon protease | P0A9M0 | purified E. coli Lon protease, fluorescence polarization | inhibition, % at 7.94 µM | 360,000 tested, 0.42% active | AID 602123; in the data active = inhibition above about 13%, passing the limit was not always enough;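 note: 0% = enzyme with probe and DMSO and 100% = no enzyme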
MsrA inh – inhibitors of bovine MsrA; inhibition, % at 15.5 µM; AID 651718; 360,000 tested, 0.75% active; purified bovine MsrA, absorbance read-out; in the data active = inhibition above about 4.5%;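 note: 0% = vehicle wells with enzyme and 100% = reference inhibitor wells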
MLLE-PAM2 inh – inhibitors of microRNA-mediated deadenylation, human PABP1 MLLE binding | P11940 | GST-MLLE / FITC-PAM2 fluorescence polarization | inhibition, % at 20 µM | 360,000 tested, 0.36% active | AID 588489; in the data active = inhibition above about 35%, passing the limit was not always enough;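 note: plate controls were DMSO wells with GST-MLLE for no effect and wells lacking GST-MLLE protein for full effect; some results filed as inactive read as strong as hits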
Target sequence (P11940 whole entry, looked up): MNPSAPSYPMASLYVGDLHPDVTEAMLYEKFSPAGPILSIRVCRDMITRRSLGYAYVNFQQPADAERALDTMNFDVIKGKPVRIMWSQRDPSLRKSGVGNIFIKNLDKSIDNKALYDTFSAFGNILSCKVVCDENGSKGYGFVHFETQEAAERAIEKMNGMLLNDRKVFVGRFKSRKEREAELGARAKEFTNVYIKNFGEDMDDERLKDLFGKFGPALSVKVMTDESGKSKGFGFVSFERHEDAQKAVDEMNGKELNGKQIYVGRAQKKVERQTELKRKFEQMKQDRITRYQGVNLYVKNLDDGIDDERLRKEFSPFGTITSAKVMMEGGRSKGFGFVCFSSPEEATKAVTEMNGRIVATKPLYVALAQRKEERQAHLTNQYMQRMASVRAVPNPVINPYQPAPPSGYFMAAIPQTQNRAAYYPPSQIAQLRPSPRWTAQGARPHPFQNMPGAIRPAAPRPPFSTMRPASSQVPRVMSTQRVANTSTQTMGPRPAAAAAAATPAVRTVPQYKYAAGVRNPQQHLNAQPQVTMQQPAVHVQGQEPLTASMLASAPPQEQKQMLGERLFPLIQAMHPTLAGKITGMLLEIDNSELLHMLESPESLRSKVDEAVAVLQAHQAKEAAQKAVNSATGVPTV
Neddylation inh – inhibitors of human cullin neddylation; P61081+Q13564; TR-FRET cullin neddylation, biochemical; calls only at 25 µM; 360,000 tested, 0.58% active; AID 651699; in the data active = inhibition above about 36%
MsrA act – activators of bovine methionine sulfoxide reductase A. AID 602163. purified bovine MsrA, absorbance read-out. activation, % at 10.6 µM. 360,000 tested, 0.3% active; in the data active = activation above about 7.5%;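 note: 0% = vehicle and 100% = reference activator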
CSN deneddyl inh – blocks human CSN-mediated cullin deneddylation; Q92905; Purified CSN, SCF-Nedd8-OG deneddylation, fluorescence polarization; inhibition, % at 12.5 µM; 360,000 tested, 0.38% active; AID 651999;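 active = pattern-corrected inhibition above about 35%, with an unprinted fluorescence ratio check between 0.5 and 1.5, limit read from the data, passing the limit was not always enough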;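 note: 0% = enzyme with substrate and 100% = substrate without enzyme; some results filed as inactive read as strong as hits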
Target sequence (Q92905 whole entry, looked up, one chain of several): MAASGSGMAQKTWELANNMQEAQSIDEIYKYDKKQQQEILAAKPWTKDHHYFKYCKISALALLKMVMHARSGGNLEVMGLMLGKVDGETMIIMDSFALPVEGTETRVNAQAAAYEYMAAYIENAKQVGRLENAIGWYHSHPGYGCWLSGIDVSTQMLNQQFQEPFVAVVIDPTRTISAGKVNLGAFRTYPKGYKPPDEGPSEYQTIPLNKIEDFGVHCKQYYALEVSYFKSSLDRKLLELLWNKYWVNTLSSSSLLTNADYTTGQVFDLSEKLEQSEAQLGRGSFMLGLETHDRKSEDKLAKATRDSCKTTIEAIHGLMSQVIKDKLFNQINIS
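test system = HEK293T-derived human Csn5 enzyme | amount = 0.24 nM Csn5 enzyme, final concentration | medium = Tris/NaCl/DTT buffer, pH 7.5 | schedule = 90 min reaction at room temperature | signal = FP | evaluation = inhibition of Csn5 cleavage, % | compound dosing = single dose of 12.5 µM compound with 0.25% DMSO | probe or stimulus = 10 nM SCFSkp2-Nedd8OG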
TbMetRS inhib – Trypanosoma brucei MetRS inhibition. purified T. brucei MetRS, ATP depletion, Kinase-Glo luminescence. inhibition, % at 11.9 µM. 360,000 tested, 0.4% active. AID 624268;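 active = inhibition above a per-plate cutoff of the control wells' mean inhibition plus 3 SD, cut at about 5.5% in these data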;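 note: 0% = DMSO wells median and 100% = median of wells with control inhibitor compound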
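Dosing: 11.9 µM single point; system: parasite MetRS enzyme; technique: luminescence of leftover ATP; times: 15 min enzyme-compound preincubation, 2 h reaction, 10 min detection, 25 °C; replicates: each compound tested once; read-out basis: percent inhibition relative to median high and low control wells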
FAS TE block – FAS thioesterase (human) inhibition. P49327. inhibition, % at 15 µM. recombinant FAS-TE, OMFH fluorogenic substrate, fluorescence endpoint. 360,000 tested, 0.67% active;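 active = compounds whose normalised, plate-corrected inhibition of enzyme fluorescence in the single-dose primary screen is 50% or more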;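 note: 0% = DMSO with enzyme and 100% = substrate without enzyme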
* marks the source's active call; other numbers are inactive results; i = inactive; + = active, no number.

Sample of the layout:
SMILES | Rin1-Abl PPI inh | E coli Lon inh | MsrA inh | MLLE-PAM2 inh | Neddylation inh | MsrA act | CSN deneddyl inh | TbMetRS inhib | FAS TE block
COc1cccc(-c2cc(C(=O)N3CCN(C(=O)c4ccco4)CC3)on2)c1 | 1 | -4 | 0.5 | -5 | i | -1 | 0 | -0.5 | -5
O=C(CCNC(=O)c1ccccc1Cl)NN1C(=O)NC2(CCCCC2)C1=O | -2 | -9 | -0.6 | 1 | i | 2 | 6 | -0.4 | -4
CCc1nnc(NC(=O)CSc2ccc(Cl)cc2)s1 | -1 | -15 | 1.0 | 8 | i | -7 | 2 | -0.4 | -7
COCCNC(=S)NN(c1ccccc1)c1ccccc1 | 1 | 2 | 1.4 | 20 | i | -7 | 0 | -0.8 | 0
Cn1c(SCC(=O)N2CCN(S(=O)(=O)c3ccc(Cl)cc3)CC2)nc2ccccc21 | 1 | -6 | 0.8 | -42 | i | -2 | -2 | -0.2 | 5
O=C(CSc1nnc(CNC(=O)c2ccccc2)o1)NCc1ccc2c(c1)OCO2 | -3 | -8 | 0.7 | -11 | i | -5 | 2 | -0.6 | -2
Cc1ccc(C(=O)NCC(=O)OCC(=O)Nc2cccc(S(=O)(=O)N3CCCC3)c2)cc1C | 0 | -1 | 1.0 | -4 | i | -1 | -2 | 0.3 | 0
O=C1NC(=O)c2cc3ccccc3cc21 | -2 | 6 | 0.1 | -5 | + | -2 | -2 | -0.5 | -8
COC(=O)[C@H](Cc1ccccc1)NCCCn1cnc(C(=O)Nc2ccc(C)c(C)c2)n1 | 0 | -4 | 0.2 | 1 | i | 0 | -1 | 0.3 | -5
CCC(=O)Nc1cccc(-c2nc3ccccc3o2)c1 | -2 | 11 | 0.5 | -5 | i | -3 | -1 | -0.1 | -3
CCCNC(=O)C1CN(C(=O)c2nn(Cc3ccccc3)c(=O)c3ccccc23)c2ccccc2O1 (centres undefined) | 1 | 15 | -1.1 | 8 | i | -5 | 2 | -0.4 | 7

This part in full (from the top)
SMILES | Rin1-Abl PPI inh | E coli Lon inh | MsrA inh | MLLE-PAM2 inh | Neddylation inh | MsrA act | CSN deneddyl inh | TbMetRS inhib | FAS TE block
COc1cccc(-c2cc(C(=O)N3CCN(C(=O)c4ccco4)CC3)on2)c1 | 1 | -4 | 0.5 | -5 | i | -1 | 0 | -0.5 | -5
O=C(CCNC(=O)c1ccccc1Cl)NN1C(=O)NC2(CCCCC2)C1=O | -2 | -9 | -0.6 | 1 | i | 2 | 6 | -0.4 | -4
CCc1nnc(NC(=O)CSc2ccc(Cl)cc2)s1 | -1 | -15 | 1.0 | 8 | i | -7 | 2 | -0.4 | -7
COCCNC(=S)NN(c1ccccc1)c1ccccc1 | 1 | 2 | 1.4 | 20 | i | -7 | 0 | -0.8 | 0
Cn1c(SCC(=O)N2CCN(S(=O)(=O)c3ccc(Cl)cc3)CC2)nc2ccccc21 | 1 | -6 | 0.8 | -42 | i | -2 | -2 | -0.2 | 5
O=C(CSc1nnc(CNC(=O)c2ccccc2)o1)NCc1ccc2c(c1)OCO2 | -3 | -8 | 0.7 | -11 | i | -5 | 2 | -0.6 | -2
Cc1ccc(C(=O)NCC(=O)OCC(=O)Nc2cccc(S(=O)(=O)N3CCCC3)c2)cc1C | 0 | -1 | 1.0 | -4 | i | -1 | -2 | 0.3 | 0
O=C1NC(=O)c2cc3ccccc3cc21 | -2 | 6 | 0.1 | -5 | + | -2 | -2 | -0.5 | -8
COC(=O)[C@H](Cc1ccccc1)NCCCn1cnc(C(=O)Nc2ccc(C)c(C)c2)n1 | 0 | -4 | 0.2 | 1 | i | 0 | -1 | 0.3 | -5
CCC(=O)Nc1cccc(-c2nc3ccccc3o2)c1 | -2 | 11 | 0.5 | -5 | i | -3 | -1 | -0.1 | -3
CCCNC(=O)C1CN(C(=O)c2nn(Cc3ccccc3)c(=O)c3ccccc23)c2ccccc2O1 (centres undefined) | 1 | 15 | -1.1 | 8 | i | -5 | 2 | -0.4 | 7
CC(C)CC(C)NC(=O)c1ccc(C(F)(F)F)cc1 (centres undefined) | -2 | -2 | -0.2 | 9 | i | -6 | 0 | -0.4 | 6
CCN(CC)S(=O)(=O)c1ccc(N2CCOCC2)c(NC(=O)Cc2ccc(Cl)cc2)c1 | -3 | -1 | 0.7 | -4 | i | -2 | 2 | -0.1 | 28
CC(C)Oc1ccc(C2NC(=O)NC2=O)cc1 (centres undefined) | 1 | -2 | -0.5 | 5 | i | -9 | -5 | 0.5 | -4
CN(Cc1cccs1)C(=O)Cc1csc(-c2ccccc2)n1 | 2 | -7 | 0.5 | -6 | i | -14 | 0 | -1.2 | 0
CC(OC(=O)Cn1cnc2c1c(=O)n(C)c(=O)n2C)C(=O)c1ccccc1 (centres undefined) | -1 | -11 | 1.4 | -5 | i | -4 | 1 | -0.3 | -6
COc1ccccc1Nc1nc(Cl)c(C=O)s1 | 1 | -144 | 1.6 | -114 | i | -12 | 38* | -0.8 | -8
COc1ccc(C)cc1-n1nnnc1SCc1cc(=O)n2cc(C)ccc2n1 | -1 | -9 | 2.3 | -23 | i | -4 | -3 | 1.0 | 0
COC(=O)c1cc(OC)c(OC)cc1NC(=S)N1CCN(C/C=C/c2ccccc2)CC1 | 0 | 3 | 0.0 | -37 | i | -3 | 3 | 0.6 | 36
CC(C)(C)NC(=O)CSc1nc(O)cc(=O)[nH]1 | -1 | 1 | 0.6 | 12 | i | -4 | -11 | 0.6 | -10
CCOC(=O)c1[nH]c(C)c(/C(O)=C2\C(=O)C(=O)N(CCN3CCOCC3)C2c2cccs2)c1C (centres undefined) | -3 | -4 | 1.7 | 13 | i | -12 | -1 | -0.7 | -10
CC1CCN(Cc2ccc(-c3nn[nH]n3)cc2)CC1 | -2 | -4 | 0.2 | 0 | i | 0 | -2 | 0.4 | -4
CCC(C)NC(=O)C1CCC(CNS(=O)(=O)c2ccc3c(c2)N(C(C)=O)CCO3)CC1 (centres undefined) | 3 | 3 | 0.3 | -7 | i | -3 | 0 | 0.0 | -8
CCCc1nnc(NC(=O)CCC(=O)N2CCN(c3ccccc3)CC2)s1 | -1 | -10 | 1.2 | 5 | i | -2 | -5 | 0.1 | -4
O=C(CCCNC(=O)/C(=C/c1ccc(F)cc1)NC(=O)c1ccccc1)OCc1ccccc1 | -3 | 3 | -0.2 | -3 | i | -5 | -1 | -0.6 | 8
CCCCNC(=O)C1CCCN1C(=O)Nc1cccc(OC)c1 (centres undefined) | 0 | 0 | 0.6 | 9 | i | -8 | 7 | -0.9 | -9
COc1cc(OC)cc(C(=O)NCC(=O)OCc2cc(=O)oc3cc(OC)ccc23)c1 | 3 | -3 | 4.2 | -3 | i | 0 | -4 | -0.4 | 18
CC1=CCC(C(=O)O)(C(=O)N/N=C/c2cccs2)C(c2ccc([N+](=O)[O-])cc2)C1 (centres undefined) | 0 | 4 | 0.7 | -12 | i | 0 | 0 | -1.1 | 26
CC(C)Oc1cccc(C(=O)Nc2ccc(NC(=O)c3ccco3)cc2)c1 | 3 | -9 | 1.2 | -3 | i | -8 | 4 | -1.2 | 6
CCCc1ccc(OCCNC(C)=O)cc1 | 1 | -7 | -0.3 | -6 | i | -1 | 5 | -0.7 | -7
Cc1ccc(C)c(-n2cc(CNC(C)Cn3cncn3)c(-c3ccccc3)n2)c1 (centres undefined) | 1 | 3 | 0.1 | -1 | i | -1 | -4 | -0.5 | -4
Cc1ccc(N2CC(NC(=O)C(=O)c3c(C)[nH]c4ccccc34)CC2=O)cc1 (centres undefined) | -1 | -5 | 3.0 | 5 | i | -4 | -3 | -0.1 | -1
CSc1nccn1C(=O)c1ccccc1[N+](=O)[O-] | 2 | -16 | 1.6 | 21 | i | -11 | 0 | -1.7 | -8
N#CCCn1cc(/C=N/N=C2\NC(=O)C(CC(=O)O)S2)c(-c2ccc(F)cc2)n1 (centres undefined) | -2 | -4 | 1.3 | -7 | i | -17 | -2 | -1.3 | -7
O=C(OC1CCOC1=O)c1cccc(S(=O)(=O)Nc2ccc(F)cc2)c1 (centres undefined) | -4 | -1 | -0.9 | -2 | i | -1 | -5 | -0.2 | -2
O=C1OC(Nc2ccc(Br)cc2F)c2ccccc21 (centres undefined) | 4 | -1 | -1.4 | -10 | i | -1 | 2 | -0.4 | -7
CN1CCN(c2ccc(NC(=O)CSc3nnnn3-c3ccccc3F)cc2)CC1 | -1 | 5 | -0.4 | -33 | i | 5 | -5 | 1.4 | 0
CC(Oc1ccccc1Cl)C(=O)N1CCCN(C)CC1 (centres undefined) | 1 | 3 | -1.3 | -6 | i | -3 | -5 | -0.3 | -4
CCOC(=O)c1cc(C(=O)Nc2ccc(S(=O)(=O)Nc3ccc(OC)cc3)cc2)nn1C | 2 | -12 | -1.3 | -3 | i | -5 | -2 | -0.5 | 16
Cc1ccc(S(=O)(=O)N2CCCCC2)cc1NC(=O)CNC(C)c1ccc(Cl)c(Cl)c1 (centres undefined) | 6 | -7 | -0.8 | 1 | i | 0 | -6 | 0.3 | 29
CCc1nc2c(OCc3ccc(Cl)cc3Cl)cccn2c1N(C=O)Cc1ccc(OC)cc1 | -4 | 4 | 0.8 | -8 | i | -3 | -5 | 0.1 | 78*
CN(C)c1ccc(/C=C(/NC(=O)c2ccccc2Cl)C(=O)NCCN2CCOCC2)cc1 | -3 | -378 | 3.6 | -68 | i | -14 | 5 | -0.5 | -6
O=C(Cc1ccsc1)Nc1ccc(S(=O)(=O)C(F)F)cc1 | -2 | 3 | -0.2 | 14 | i | -5 | 1 | -0.2 | -3
Cc1ccc(-c2nnc(SCC#CCOC(=O)c3ccco3)o2)cc1 | 1 | 4 | 0.8 | -54 | i | -1 | -3 | 0.0 | 11
Cc1cc(C(=O)NCC(=O)Nc2c(C)cccc2C)c(C)o1 | 1 | -9 | -1.3 | 4 | i | -8 | 2 | -0.3 | -7
S=C1SCN(CCN2CCOCC2)CN1Cc1ccccc1 | 0 | -8 | 0.1 | 32 | i | -3 | 5 | -0.1 | -5
NC1=CC(=O)C(=O)c2ccccc21 | -7 | 5 | -0.1 | 14 | i | -1 | 2 | -0.1 | 1
O=P(c1ccccc1)(c1ccccc1)c1nc(-c2ccccc2)oc1NCc1ccccc1 | 0 | -2 | 0.5 | -1 | i | -2 | 1 | -0.4 | 22
CCn1c(C)c(C2=CCN(S(=O)(=O)c3ccccc3)CC2)c2ccccc21 | 0 | -3 | 0.3 | -12 | i | -2 | 10 | -0.3 | 20
CCCC(=O)OCC(=O)Nc1ccc(N=Nc2ccccc2)cc1 | -1 | -11 | 3.6 | 5 | i | 1 | -1 | -0.4 | -4
Cc1ncc([N+](=O)[O-])n1CC(=O)N/N=C/c1ccccc1F | 4 | 4 | 2.1 | -10 | i | -8 | -5 | -0.6 | -6
Fc1cccc(Cl)c1C1SCc2nc3ccccc3n21 (centres undefined) | 4 | -4 | -0.5 | -3 | i | -14 | 3 | -1.9 | -2
CCOC(=O)C1(CC2CC2)CCN(C(=O)c2cc(C3CC3)nc3ccccc23)CC1 | -2 | -15 | 3.5 | 11 | i | -14 | 2 | -2.4 | 0
CC(C)COc1ccc(C(=O)N(CC(=O)Nc2ccccc2C(F)(F)F)Cc2ccco2)cc1 | 1 | -14 | 1.2 | -21 | i | -3 | 6 | -0.3 | 26
